High-throughput results as filed in PubChem BioAssay.
GLP1R inv ag – qHTS of GLP-1 Receptor Inverse Agonists (Inhibition Mode); HEK293 GLP-1R CRE-luciferase, luminescence, 24 h; GLP-1R form is constitutively active; 410,000 tested, 1.6% active; AID 624417, 2012; Potency, µM (titrated, usually from 38.3 µM), without a hit: top-dose activity change, negative = inhibition, actives largely listed as inhibitors; note: potency is the fitted concentration of half-maximal effect; % is set by controls: 0 for no effect and ±100 for the full control effect; nearly all actives have a fitted effect of over 55% in size
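Using stably transfected HEK293 (constitutively active GLP-1R, cAMP-luciferase reporter), compounds were incubated 24 hr and luciferase measured by luminescence.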
DRD3 antagonist – qHTS of D3 Dopamine Receptor Antagonist: qHTS; D3R cells, DiscoveRx beta-arrestin luminescence, antagonist mode; hits give low values; max response, negative = inhibition, %; 360,000 tested, 2.5% active; AID 652054, 2013; in the data active = max response below about -50%; inconclusive = no clear call, values can overlap the other calls; note: % is set by controls: 0 for no effect and ±100 for the full control effect; mostly tested at two doses, the higher about 12 µM
Target sequence (P35462 whole entry, looked up): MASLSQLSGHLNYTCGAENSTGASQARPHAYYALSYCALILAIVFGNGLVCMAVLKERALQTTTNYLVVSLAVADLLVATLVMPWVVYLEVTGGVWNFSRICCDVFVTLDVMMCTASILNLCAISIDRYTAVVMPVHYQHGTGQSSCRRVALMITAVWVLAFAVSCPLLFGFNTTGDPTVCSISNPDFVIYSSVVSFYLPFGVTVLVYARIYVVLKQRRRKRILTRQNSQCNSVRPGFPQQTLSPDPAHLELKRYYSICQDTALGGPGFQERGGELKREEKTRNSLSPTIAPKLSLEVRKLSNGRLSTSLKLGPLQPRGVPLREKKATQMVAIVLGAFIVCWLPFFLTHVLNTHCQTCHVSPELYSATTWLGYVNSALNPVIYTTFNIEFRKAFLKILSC
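Cells expressing the human receptor were seeded at 1500 cells/well, incubated overnight at 37 degrees C in 5% CO2, then exposed to library compounds with dopamine controls for 90 minutes at 37 degrees C before luminescent detection.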
TDP-43 yeast inh – qHTS of TDP-43 Inhibitors; TDP-43 expressing yeast growth rescue, BacTiter-Glo, 24 h; Potency, µM (series often up to 46.1 µM), for the others: top-dose growth rescue (activation), actives largely listed as activators; 410,000 tested, 1.8% active; AID 652104, 2013; note: potency is the fitted concentration of half-maximal effect; % of control where 0% means no effect; nearly all actives have a fitted effect of over 50% in size
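Yeast expressing TDP-43 (pregrown in raffinose, seeded at OD600=0.02 in galactose medium) exposed to compounds 24 hr at 30 deg C. Growth read by BacTiter-Glo luminescence; rescue of toxicity appears as increased signal.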
Abeta rescue – qHTS for compounds that reverse cellular toxicity of Amyloid beta (A-beta) peptide in yeast: Primary Screen | 410,000 tested, 0.063% active | yeast expressing A-beta42, growth rescue, OD600, 48 h; response scale: 0% DMSO, 100% iron-clioquinol control | Potency, µM (top dose mostly 46.1 µM), for the others: at the highest dose growth rescue, most hits filed as activators; note: potency is the fitted concentration of half-maximal effect; nearly all actives have a fitted effect of over 55% in size
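Growth rescue measured by 600 nm absorbance after 48 h yeast culture at 30 C with compound. Values normalized between DMSO and an equimolar ferric chloride plus clioquinol control.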
GLP1R ag – qHTS of GLP-1 Receptor Agonists | Glucagon-like peptide 1 receptor (Homo sapiens), P43220 | HEK293 GLP-1R CRE-luciferase, luminescence, 4-6 h; cells express a hypersensitive GLP-1R form | Potency, µM (series often up to 45.6 µM), inactives show top-dose activation, most hits filed as activators | 380,000 tested, 0.007% active; note: potency is the fitted concentration of half-maximal effect; % of control where 0% means no effect
FUS yeast rescue – qHTS for Suppressors of FUS Proteinopathy: Primary screen using FUS-linked yeast assay. S. cerevisiae FUS-expressing, growth rescue, OD600, 24 h. Potency, µM (doses to about 76.6 µM), inactives show at the highest dose growth rescue (activation), actives largely listed as activators. 390,000 tested, 0.24% active;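 note: potency is the fitted concentration of half-maximal effect; plate controls were DMSO vehicle for no effect and reference control for full effect; nearly all actives have a fitted effect of over 55% in size; some results filed as inactive show a strong effect at the top dose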
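FUS-expressing yeast, raffinose-pregrown, induced in 2% galactose minimal medium at OD 0.005; compounds in a dilution series, 24hr at 30C. Growth restoration read as absorbance at 600 nm. CP55940 positive control, DMSO negative.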
pAkt inh – HTS Assay for Inhibitors of Akt Phophorylation: Primary Screen; activity change, % for hits at 50 µM; AID 651550, 2012; 360,000 tested, 0.32% active; Neuro2A IGF-stimulated pAkt S473 HTRF, 20 min; hits give low values; in the data active = activity change below about -80%; inconclusive = mostly about -51% to -80%; note: % is set by controls: 0 for no effect and ±100 for the full control effect
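Neuro2A cells (4,500/well, DMEM with 0.5% FBS) were treated with compound at a single 50 µM final concentration, stimulated with 6 nM IGF for 20 min at 37 °C, and lysed. Phospho-Akt Ser473 was read by HTRF as 665/615 ratio ×10^4.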
aSyn rescue – qHTS of alpha-syn Inhibitors; Yeast expressing alpha-synuclein, growth rescue, BacTiter-Glo, 24 h; Potency, µM (doses to about 46.1 µM), for the others: at the top dose growth rescue (activation), most hits filed as activators; 370,000 tested, 0.14% active; note: potency is the fitted concentration of half-maximal effect; % of control where 0% means no effect; nearly all actives have a fitted effect of over 65% in size
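Rescue of yeast growth: cells expressing toxic alpha-synuclein, induced in galactose at OD600 0.02, incubated with compound 24 h at 30 C. ATP luminescence quantified growth; inhibitors of toxicity appear as activators.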
PTHR1 ag – qHTS for PTHR1 Agonists: Primary Screen; Parathyroid hormone/parathyroid hormone-related peptide receptor (Homo sapiens), Q03431; HEK293 GP2 PTHR1 cells, GloSensor cAMP luminescence, 1 h; Potency, µM (top dose mostly 115 µM), inactives show at the highest dose activation, hits mostly activators; 410,000 tested, 0.075% active; note: potency is the fitted concentration of half-maximal effect; nearly all actives have a fitted effect of over 55% in size; some results filed as inactive show a strong effect at the top dose; inactives centre near -15; many of its hits are not listed in these tables
Target sequence (Q03431 whole entry, looked up): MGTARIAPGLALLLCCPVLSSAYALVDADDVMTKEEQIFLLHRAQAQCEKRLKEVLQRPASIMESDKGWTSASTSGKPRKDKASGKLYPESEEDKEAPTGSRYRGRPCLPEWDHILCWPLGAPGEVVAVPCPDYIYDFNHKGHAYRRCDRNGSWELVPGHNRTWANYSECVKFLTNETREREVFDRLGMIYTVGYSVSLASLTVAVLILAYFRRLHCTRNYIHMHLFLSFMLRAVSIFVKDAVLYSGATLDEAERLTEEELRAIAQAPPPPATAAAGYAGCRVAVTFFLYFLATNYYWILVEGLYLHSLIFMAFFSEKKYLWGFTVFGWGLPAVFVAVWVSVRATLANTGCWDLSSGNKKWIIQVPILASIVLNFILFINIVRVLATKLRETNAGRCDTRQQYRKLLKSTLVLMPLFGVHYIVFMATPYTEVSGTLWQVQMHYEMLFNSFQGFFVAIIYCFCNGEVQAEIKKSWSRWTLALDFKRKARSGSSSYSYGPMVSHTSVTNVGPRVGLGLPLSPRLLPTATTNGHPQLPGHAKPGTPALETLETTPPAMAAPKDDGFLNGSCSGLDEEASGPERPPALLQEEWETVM
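HEK-293-derived GP2 cells expressing PTHR1 and a GloSensor cAMP reporter, 3,000/well, plated overnight, given luciferin plus IBMX (each 0.5 mM as added) for 1 h at 37 °C, then compound for 1 h at 37 °C. Luminescence was read after 15 min at room temperature.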
Starred values were filed as active, the others as inactive; i = inactive; ? = inconclusive; nt = no result given; & = joins results of further samples; [ ] = dose if it differs, or a comment. Unless noted, calls come from the whole dose curve; as a rule, active = well fitted curve in the direction sought with a large enough effect; inconclusive = small, poorly fitted or top-dose-only effect, or another doubt; inactive = no such curve, though single readings can be large; an effect the other way counts as inactive or inconclusive. This is a subset (hit frequency here may not be typical).

SMILES	GLP1R inv ag	DRD3 antagonist	TDP-43 yeast inh	Abeta rescue	GLP1R ag	FUS yeast rescue	pAkt inh	aSyn rescue	PTHR1 ag
CCC(CC)C(=O)c1c[nH]c(C(=O)NCc2ccc(F)cc2)c1	12%	-8	6%	5%	5%	-25%	i	-5%	-2%
COc1ccc(-n2nc(C(=O)NCC(=O)NC3CCCCCC3)c3ccccc3c2=O)c(OC)c1	16%	-19	-16%	5%	11%	29%	i	-6%	i
COc1cc(NC(=O)c2cc([N+](=O)[O-])ccc2N2CCOCC2)ccc1NC(=O)c1ccco1	13%	-10	-20%	16%	-5%	13%	i	-2%	-21%
O=c1c2cnn(-c3ccccc3)c2nc(-c2cccs2)n1-c1ccc(Cl)cc1	3%	?	-2%	3%	3%	23%	i	-9%	-85%[inhibitor][57.5 µM]
CC(C)(C)c1ccc(-c2n[nH]c(=S)n2CC2CCCO2)cc1 (stereo not given)	-22%	11	-6%	8%	3%	16%	i	-4%	-1%
O=C(CN1C2CCC1CC(NC(=O)Nc1ccccc1)C2)NCc1ccco1 (stereo not given)	-1%	-17	-2%	4%	-4%	22%	-107%*	-1%	-14%[57.5 µM]
O=S(=O)(c1ccc(Cl)cc1)c1nc(-c2cccc(Br)c2)oc1NCc1ccccc1	?	nt	12%	0%	nt	29%	nt	nt	i
O=C(CN1CCOCC1)Nc1nc2ccc(Cl)cc2s1	12%	-20	-17%	-11%	2%	-5%	i	21%	-34%[inhibitor]
Cc1cc(NC(=O)CSCC(=O)Nc2nc3ccccc3s2)no1	-33%	8	10%	6%	-8%	7%	i	0%[1.84 µM]	-48%
COC(=O)c1ccc(Cn2cc(/C=C\[N+](=O)[O-])c3ccccc32)o1	?	1	?	-53%[inhibitor]	-7%	31%	i	1%	-21%
Cc1ccc(Oc2c(C(N)=O)cc([N+](=O)[O-])cc2[N+](=O)[O-])cc1	11µM*	-16	20%	-32%	-35%[inhibitor]	?	i	15%	-10%
CCOc1ccc(-n2c(-c3ccccc3)c[nH]c2=S)cc1	?	-11	5%	4%	8%	-7%	i	2%	-12%
Cc1nn(-c2ccc(F)cc2)c(Cl)c1/C=C/C(=O)OCC(=O)Nc1ccc(F)cc1F	8%	10	17%	2%	-10%	-13%	i	-3%	i
Cc1ccc(CNC(=O)c2ccc(N3CCC4(CC3)CC(c3ccccc3)=NO4)c(NC(=O)c3ccco3)c2)cc1	-12%	-24	21%	-11%	6%	18µM*	i	-2%	-22%
Cc1ccc(NC(=O)Cc2ccc(Cl)cc2)cc1S(=O)(=O)N1CCCCCC1	?	6	22%	5%	3%	21%	i	4%[1.84 µM]	-20%
COc1ccc(NC(=O)C2CCC(CNS(=O)(=O)c3ccc4c(c3)C(C)(C)C(=O)N4C)CC2)cc1 (stereo not given)	19%	nt	5%	-6%	nt	13%	nt	nt	i
CCOc1ccc(C2=[N+]([O-])C(C)(C)N(O)C2(C)C)cc1	-9%	?	-3%	-6%	-7%	11%	i	-4%	-10%[57.5 µM]
S=C(Nc1ccccn1)c1ccccn1	0.89µM*	?	5%	0%	-17%	-4%	i	-23%	-17%
O=C(CCS(=O)(=O)c1ccccc1)Nc1ccccn1	8%	5	-13%	-14%	13%	-43%	i	-1%	i
Cc1ccc(NC(=O)NC2C(NC(=O)Nc3ccc(C)cc3)N(C)C(=O)N2C)cc1 (stereo not given)	-9%	-7	-13%	1%	-11%	-4%	?	-2%	-19%
Cc1cc(C)c(-c2noc(C(=O)OC(C)(C)C)c2C(=O)OC(C)(C)C)c(C)c1	-8%	-20	-8%	17%	-10%	-7%	i	1%	-24%[57.5 µM]
CCC(=O)N1CCc2cc(CNC(=O)Nc3ccc(OC)cc3OC)ccc21	7%	nt	3%	-17%	nt	-9%	nt	nt	i
CCOc1ccc(CNC(=S)Nc2ccccc2)cc1Cl	?	-7	?	?	6%	-13%	i	6%	-29%
O=C(NNc1cccc(Cl)n1)c1ccccc1CC[N+](=O)[O-]	-15%	-1	2%	-11%	17%	-7%	i	5%	-12%
O=c1nc2ccccc2c2n1CC(CN1CCN(c3cccc(Cl)c3)CC1)N2 (stereo not given)	0%	-14	-9%	-20%	-4%	20%	i	8%	4%[57.5 µM]
O=C(NCCN1CCOCC1)c1ccc2c(c1)N(Cc1c(F)cccc1Cl)C(=O)c1ccccc1S2	?	?	-19%	-8%	2%	19%	i	-2%	-52%[inhibitor]
O=C(CC(NS(=O)(=O)c1ccc(Cl)cc1)c1ccco1)NCc1ccco1 (stereo not given)	0%	-3	-3%	-7%	0%	8%	i	-4%	-8%
COC(=O)[C@@]1(Cc2ccccc2)[C@H]2C(=O)N(Cc3ccccc3)C(=O)[C@H]2[C@H]2CN=C(SC)N21	4%	?	-1%	-1%	-4%	-5%	i	-3%	-27%
CCC(C)NS(=O)(=O)c1ccc(OCC(=O)Nc2ccc3c(c2)OCO3)cc1 (stereo not given)	-5%	9	-17%	-1%	-6%	-18%	i	-1%	11%[57.5 µM]
CCOC(=O)C1CCCN(C(=O)c2cccs2)C1 (stereo not given)	17%	2	4%	-2%	2%	6%	i	-1%	i
CCCn1c(C)cc(-c2csc(N)n2)c1C	1%	5	-3%	10%	7%	21%	i	-1%	i
COc1ccc(C(=O)NCC(c2ccco2)S(=O)(=O)c2cccs2)cc1OC (stereo not given)	2%	nt	15%	-14%	nt	4%	nt	nt	-23%
COc1cccc(C2C(C(N)=O)=C(C)Nc3nc(CCCO)nn32)c1OC (stereo not given)	-6%	4	8%	1%	8%	-7%	i	-5%	-6%
CNc1ccccc1C(=O)OCC(=O)Nc1ccc2c(c1)OCO2	5%	-2	23%	16%	-2%	20%	i	-4%	i
CC(C)(CCl)C(=O)Nc1ccc(Sc2ccc(F)cc2)cc1	?	?	?	-36%[inhibitor]	-6%	9%	i	-11%	-33%[inhibitor][57.5 µM]
O=C(N1CCOCC1)n1cnc2ccccc21	-6%	6	-13%	3%	1%	-8%	i	-3%	-10%[57.5 µM]
COc1ccccc1N1CCN(S(=O)(=O)c2ccccc2)CC1	0%	-4	1%	4%	-3%	9%	i	1%	-2%[57.5 µM]
CC(=O)c1ccc(OCc2cc(C(=O)NC(C)CCn3cccn3)no2)cc1 (stereo not given)	3%	35	0%	-12%	-1%	nt	i	0%	-42%
O=C(C1=C[C@@H](C2CC2)C[C@@H](OCCCCO)O1)N1CCN(Cc2ccc3c(c2)OCO3)CC1	11%	-26	15%	0%	8%	-18%	i	-6%	-10%
CCOC(=O)[C@H]1[C@H]2COc3ccc(C)cc3[C@@H]2N2C(=O)CN(C)C(=O)[C@@]12C	17%	-3	9%	3%	5%	-11%	i	0%	-15%
N=C1C(c2nc3ccccc3[nH]2)=C(O)CN1c1ccc(F)cc1	95%[activator]	31	4%	5%	2%	?	i	-13%	i
O=C(Nc1ccc(F)c(F)c1)c1cc(S(=O)(=O)NC2CCCCCC2)ccc1F	?	nt	?	-1%	nt	33%	nt	nt	-13%
CC(C)(C)c1ccc(C(=O)NNc2cc(N3CCOCC3)nc(N3CCOCC3)n2)cc1	?	-4	-7%	-16%	9%	25%	i	-7%	-17%
CCOC(=O)N1CCc2c(sc(NC(=O)C3COc4ccccc4O3)c2C(N)=O)C1 (stereo not given)	?	13	11%	-4%	-3%	?	i	-6%	-41%[inhibitor]
CCc1cccc(NC(=O)c2cnc(N3CCOCC3)c3ccccc23)c1	?	nt	?	?	nt	44%	nt	nt	-46%[inhibitor]
CC(CNS(=O)(=O)c1ccc(Cl)cc1)n1cncn1 (stereo not given)	2%	-1	-4%	-5%	5%	10%	i	-12%	i
O=C(c1noc2c1CCCCC2)N1CCN(c2cccc(Cl)c2)CC1	-9%	nt	8.9µM*	-2%	nt	34%	nt	nt	-32%[inhibitor]
CC1CCCC(NC(=O)c2ccc3c(SCC(=O)O)c4c(nc3c2)CCC4)C1C (stereo not given)	13%	7	13%	nt	-9%	13%	i	4%	i
Cc1cc(NC(=O)C(C)SCC(=O)Nc2ccc(SC(F)F)cc2)no1 (stereo not given)	?	3	9%	12%	0%	24%	i	-2%	-37%[inhibitor]
CCc1ccc(NC(=O)C2CCN(S(=O)(=O)c3c(C)noc3C)CC2)cc1	?	-7	-10%&21%	-6%&-4%	5%&0%	2%&-7%	i	0%	-24%&-13%
O=S(=O)(c1ccc(OCC(O)CN2CCC(Cc3ccccc3)CC2)cc1)N1CCOCC1 (stereo not given)	0%	-59*	-5%	-3%	3%	-8%	i	-1%	i
Cc1sc2ncnc(N3CCC(C(=O)Nc4nc5ccc(Cl)cc5s4)CC3)c2c1C	12%	10	17%	18%	13%	24%	i	-9%	i

Quoted at random: 2 compounds from above.
SMILES	GLP1R inv ag	DRD3 antagonist	TDP-43 yeast inh	Abeta rescue	GLP1R ag	FUS yeast rescue	pAkt inh	aSyn rescue	PTHR1 ag
Cc1cc(NC(=O)C(C)SCC(=O)Nc2ccc(SC(F)F)cc2)no1 (stereo not given)	?	3	9%	12%	0%	24%	i	-2%	-37%[inhibitor]
Cc1sc2ncnc(N3CCC(C(=O)Nc4nc5ccc(Cl)cc5s4)CC3)c2c1C	12%	10	17%	18%	13%	24%	i	-9%	i

pAkt inh: entries above that show a hit
| molecule | GLP1R inv ag | GLP1R ag | FUS yeast rescue | pAkt inh | PTHR1 ag |
| --- | --- | --- | --- | --- | --- |
| O=C(CN1C2CCC1CC(NC(=O)Nc1ccccc1)C2)NCc1ccco1 (stereo not given) | -1% | -4% | 22% | -107%* | -14%[57.5 µM] |
